# Compound activity from PubChem BioAssay.
# HTR2A ag: mouse Htr2a agonists via beta-arrestin recruitment, primary screen, cell-based, luminescence; AID 624169, 2012; CHO-K1 mHTR2A beta-arrestin complementation; percent of 30 µM serotonin response; activation, % at 7.6 µM; 360,000 tested, 0.66% active;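 active means activation above a run cutoff, the mean activation of all tested compounds plus 3 SD, cut at about 14% in these data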;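 further: 0% = plate median of compound wells and 100% = 30 µM serotonin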
# Target sequence (P35363 whole entry, looked up): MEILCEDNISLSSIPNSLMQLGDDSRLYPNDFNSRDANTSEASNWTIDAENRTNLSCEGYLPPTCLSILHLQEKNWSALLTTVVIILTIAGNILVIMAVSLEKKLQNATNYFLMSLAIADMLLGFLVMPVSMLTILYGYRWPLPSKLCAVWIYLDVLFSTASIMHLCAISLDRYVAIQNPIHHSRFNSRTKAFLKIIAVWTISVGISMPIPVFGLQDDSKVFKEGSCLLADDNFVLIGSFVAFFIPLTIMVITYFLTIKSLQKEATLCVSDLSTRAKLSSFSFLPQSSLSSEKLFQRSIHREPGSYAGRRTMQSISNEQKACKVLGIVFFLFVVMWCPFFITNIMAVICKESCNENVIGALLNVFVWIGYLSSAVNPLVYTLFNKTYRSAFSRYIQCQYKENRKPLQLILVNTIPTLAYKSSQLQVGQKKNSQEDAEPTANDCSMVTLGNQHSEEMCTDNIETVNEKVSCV
# MC4R ag barr: MC4R agonists recruiting beta-arrestin, primary screen, cell-based, luminescence, agonist arm of biased-ligand search. Melanocortin receptor 4 (Homo sapiens), P32245. AID 540308, 2011. 360,000 tested, 0.98% active. activation, % at 8.9 µM. U2OS MC4R beta-arrestin complementation; percent of melanotan II response, DMSO zero;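 active means activation above a per-plate cutoff, the mean activation of sample wells on that plate plus 3 SD, cut at about 8% in these data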
# CaV13 ICDI inh: Disruptors of the CACNA1D IQ motif to Ca2+-dependent inactivation inhibitor domain association, primary screening, Förster resonance energy transfer in intact living …; HEK cells, CFP/YFP FRET ICDI-IQ, plate reader, 10 min; percent FRET-ratio fall versus neutral wells; inhibition, % at 12.3 µM; 340,000 tested, 0.098% active;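 active means mean replicate inhibition of at least 30% and at least 1% of replicates passing that level; inconclusive means only one of the two criteria is met; inactive means neither criterion is met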;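 further: 0% = median of the neutral control wells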
# Glyco luc inh: increase of ERlucT glycosylation luciferase signal, primary screen, N-linked glycosylation inhibitor project, D54 ERlucT cells, luminescence, set 2; D54 ERlucT glycosylation luciferase reporter, 24 h; percent of 100 nM tunicamycin response; reporter increase, % at 12.5 µM; 360,000 tested, 0.23% active; AID 588692, 2011;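 active means mean luciferase reporter signal, scaled so untreated is 0 and the glycosylation-blocking control 100, at or above a set limit in every replicate; inconclusive means mean reaches the limit but not every replicate does; inactive means mean below the limit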;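 further: luciferase carries N-glycosylation sites so blocking glycosylation raises the light; 0% = median of neutral control wells and 100% = median of 100 nM tunicamycin wells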
# PDI turbidity: inhibitors of human PDI, primary screen, biochemical, turbidity, single point, plate reader; Protein disulfide-isomerase (Homo sapiens), P07237; PDI insulin aggregation turbidity, A650, 90 min; inhibition, % at 10 µM; 350,000 tested, 0.052% active;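 active means mean inhibition across replicates of 30% or more, whatever share of single replicates reach that level; inconclusive means mean inhibition below 30% while every single replicate reaches 30%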;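 further: absorbance from insulin aggregation driven by PDI reduction with DTT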
# Target sequence (P07237 whole entry, looked up): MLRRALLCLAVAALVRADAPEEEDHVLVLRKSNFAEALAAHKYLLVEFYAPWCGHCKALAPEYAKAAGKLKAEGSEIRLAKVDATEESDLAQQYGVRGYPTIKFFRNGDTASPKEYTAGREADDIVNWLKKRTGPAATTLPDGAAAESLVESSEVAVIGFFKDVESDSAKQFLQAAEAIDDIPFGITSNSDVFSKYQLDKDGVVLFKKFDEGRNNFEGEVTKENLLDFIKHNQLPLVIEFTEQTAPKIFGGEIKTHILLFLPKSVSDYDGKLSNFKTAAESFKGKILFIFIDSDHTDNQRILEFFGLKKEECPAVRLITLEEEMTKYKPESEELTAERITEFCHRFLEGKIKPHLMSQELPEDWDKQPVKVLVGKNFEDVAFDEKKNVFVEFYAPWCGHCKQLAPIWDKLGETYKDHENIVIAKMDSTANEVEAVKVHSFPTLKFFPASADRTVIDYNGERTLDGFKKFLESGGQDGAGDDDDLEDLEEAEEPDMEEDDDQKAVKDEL
# MC4R antag cAMP: MC4R antagonists of cAMP signaling, primary screen, cell-based, TR-FRET, antagonist arm of biased-ligand search; Melanocortin receptor 4 (Homo sapiens), P32245; MC4R-expressing cells, MTII-stimulated cAMP, LANCE TR-FRET; inhibition, % at 6.5 µM; 360,000 tested, 0.48% active;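 active means inhibition above its plate's cutoff, the mean of tested wells on that plate plus 3 SD, cut at about 29% in these data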;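 further: 0% = Melanotan II alone and 100% = Melanotan II plus saturating MCL0020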
#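 Assay system: human MC4R-expressing U2OS cells; reagent: Melanotan II stimulation of cells; dosing: 6.5 µM single dose; timing: compound 30 min, challenge 1 h, detection 1 h; signal: TR-FRET cAMP assay; replicates: one well per compound, no replicates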
# Vif inh: HIV Vif self-association inhibitors, primary screen, imaging, HEK293T, single point | AID 602346, 2012 | inhibition, % at 7.49 µM | HEK293T cells, Vif self-association by quenched fluorescence, 24 h | 340,000 tested, 0.35% active; in the data active means inhibition above about 50%, passing the limit was not always enough; inconclusive means no clear call, values can overlap the other calls; inactive means below about 31%; further: some results filed as inactive read as strong as hits
# Cardio protect: cardioprotection against H2O2-induced cell death, primary screen, uHTS, H9c2 cells, ATPLite luminescence | H9c2 cardiomyocytes, H2O2 injury protection, 2 h | protection from H2O2 cell death, % at 20 µM | 360,000 tested, 0.63% active | AID 588492, 2011;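 active means compounds giving at least 50% protection of heart cells from peroxide-induced death in the single-dose screen, raw or plate-pattern-corrected value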;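 further: 0% = DMSO wells with peroxide and 100% = DMSO wells without peroxide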
# ABCB6 inh 2: ABCB6 transporter inhibitors, primary screen, K562-ABCB6 cells, flow cytometry, MLPCN library | K562-ABCB6 porphyrin accumulation, 1 h; stronger effect = lower value | fluorescence ratio to DMSO, % at 10 µM | 360,000 tested, 0.19% active | AID 602162, 2011;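 active means fluorescence ratio to DMSO below 75%, the collection mean minus 3 SD; inconclusive means too few cells collected in the well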;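 further: signal is porphyrin accumulated inside mitochondria; 100% equals median channel fluorescence of DMSO control wells; lower ratio means ABCB6 inhibition with less porphyrin fluorescence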
# aDG glyco up: activators of alpha-DG glycosylation, primary screen, uHTS, Pro5-aDG cells, AlphaScreen | activation, % at 10 µM | AID 624168, 2012 | 360,000 tested, 0.22% active | alpha-DG glycosylation AlphaScreen (IIH6); 0% Pro5, 100% B10-LARGE cell signal;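 active means activation of at least 8% versus controls, or a plate z-score of at least 8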;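 further: Pro5 are CHO cells carrying HIG-tagged alpha-DG that lacks glycosylation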
# Starred values were filed as active, the others as inactive; u = inconclusive; x = no result given.
SMILES,HTR2A ag,MC4R ag barr,CaV13 ICDI inh,Glyco luc inh,PDI turbidity,MC4R antag cAMP,Vif inh,Cardio protect,ABCB6 inh 2,aDG glyco up
Cc1cccc(CSC2=NN3CCCC(=O)N=C3S2)c1,-3,-1.1,-9,-1,x,2,1,1,u,0.0
COc1ccc(/C=N/NC(=O)c2ccc3nc[nH]c3c2)cc1OC,0,-1.4,26,3,-8,-4,-5,3,96,-0.1
O=C(CNC(=O)c1ccccc1F)NCCOc1cccc(Cl)c1Cl,-1,1.4,-5,2,12,-7,13,-1,97,-0.3
CCc1cccc2c(C(=O)C(F)(F)F)cn(CC(=O)NCC3CCCO3)c12 (centres undefined),0,0.0,-15,3,-6,-5,0,0,106,-0.1
CN(CC(=O)NCCN1CCOCC1)S(=O)(=O)c1ccc(Cl)cc1,4,-0.6,-5,1,12,11,4,-2,96,-0.1
Cc1ccc(O)c(C=Nc2cc(C)ccc2O)c1,-1,-2.2,x,-2,-6,2,4,35,102,0.3
CCc1nn(CCCC(=O)NC(C)c2ccccc2)c(=O)c2cc3occc3n12 (centres undefined),-11,-2.7,-5,1,9,6,-3,2,106,-0.1
COc1cc(C(=O)N2C[C@@H]3CCC[C@H]2C3)ccc1OC1CCN(C(C)=O)CC1,13,-2.9,x,1,-44,3,-2,-5,97,0.1
Cc1ccc(OCCNC(=O)Cc2ccc(S(=O)(=O)N3CCOCC3)s2)cc1,-9,-1.6,-3,1,5,2,-1,-1,106,-0.2
CC1Cc2ccccc2N1C(=S)NC1CCCC1 (centres undefined),2,-2.8,x,1,-4,-1,-1,-9,100,0.1
Cc1ccc(-c2nnc(SCC(=O)NCCN3C(=O)CSC3=O)n2C)cc1,3,-0.8,-5,3,-4,-3,-2,1,96,0.1
Cc1cc(NC(=O)CSc2ccc3nnc(-c4ccccn4)n3n2)no1,1,0.4,-7,2,-5,12,-7,17,100,-0.2
Cc1sc(-c2ccccn2)nc1OC(=O)c1ccc(Cl)cc1,-2,1.9,-4,1,18,-4,-17,5,96,-0.1
COc1ccc(N2C(=O)CCC(C(=O)NCc3ccccn3)C2c2ccc(OC)c(OC)c2)cc1 (centres undefined),0,-1.6,-4,4,3,3,11,11,100,-0.1
COc1cc(CNc2ncnc3c2ncn3[C@H]2CN(Cc3ccc(-c4ccccc4)cc3)C[C@@H](CO)O2)cc(OC)c1OC,9,1.6,-12,4,0,11,-10,-13,86,1.9
CCS(=O)(=O)N1N=C(c2cccc(NS(C)(=O)=O)c2)CC1c1cccs1 (centres undefined),-3,-1.6,-7,1,-10,-2,-1,1,107,0.0
CCC(=O)Nc1ccc(C(=O)COC(=O)c2sc(C)nc2C)cc1,2,-1.6,-5,0,-3,-2,0,-4,94,0.0
COc1ccc(CN2CCCC(C(=O)Nc3cccc(-n4cccn4)c3)C2)c(F)c1 (centres undefined),-3,-0.1,-2,-1,-9,2,-8,-2,99,0.1
O=C1Nc2ccccc2N(O)N1c1cc(-c2cccc(Cl)c2)no1,1,-3.0,-4,0,4,2,11,-1,100,-0.4
O=C(N/C(=C\c1cccc(Br)c1)C(=O)N1CCCCC1)c1ccco1,1,-0.9,-2,-5,2,4,17,2,95,0.1
Cc1noc(C)c1-c1nc(CS(=O)(=O)c2ccc(F)cc2)no1,3,-0.8,-15,0,-1,3,26,-2,94,0.0
Cc1nc(C(=O)N2CCCC(N3CCN(c4ccccc4C)CC3)C2)cs1 (centres undefined),-5,-2.1,-5,0,-13,-11,12,3,89,0.2
COc1ccc(S(=O)(=O)N2CCN(C(=O)c3cccs3)CC2)cc1OC,2,-1.9,-8,0,-1,-5,0,-3,99,-0.1
O=C(CC(=O)Nc1ccccc1C(=O)O)NNC(=O)Cc1ccccc1,2,-1.0,-2,1,-5,16,x,-7,98,-0.2
CN(Cc1ccccc1)C(=O)COc1cc(=O)n(C)c2ccccc12,-7,0.0,-3,6,9,9,1,2,94,0.0

# Limited to Cardio protect (2 entries from above):
Structure,Cardio protect
Cc1ccc(OCCNC(=O)Cc2ccc(S(=O)(=O)N3CCOCC3)s2)cc1,-1
CC1Cc2ccccc2N1C(=S)NC1CCCC1 (centres undefined),-9

# The results go on.
SMILES,HTR2A ag,MC4R ag barr,CaV13 ICDI inh,Glyco luc inh,PDI turbidity,MC4R antag cAMP,Vif inh,Cardio protect,ABCB6 inh 2,aDG glyco up
O=C(COC(=O)CC1CCS(=O)(=O)C1)Nc1ccc(F)cc1 (centres undefined),5,-3.3,-2,2,-7,22,-1,7,95,0.1
CC(=O)NCCc1c[nH]c2ccc(OCC(O)CNC(C)(C)C)cc12 (centres undefined),-3,-0.6,-6,1,-3,7,3,-3,95,0.0
CCC(C)NS(=O)(=O)c1ccc(OCC(=O)NCc2ccccn2)cc1 (centres undefined),-5,0.6,7,1,0,17,-20,0,93,0.0
Cc1nnc2n1NC(c1ccc(Cl)cc1)C(C(=O)N(C)C1CCCCC1)S2 (centres undefined),5,-1.3,x,3,4,3,x,-8,100,-0.2
Cc1cc(C(=O)OCC(=O)N2C(C)CCCC2C)c(C)o1 (centres undefined),-2,1.1,-5,0,-4,-8,13,2,94,-0.2
Cc1ccc(NC(=S)N(CCCN2CCCC2)Cc2cccn2Cc2ccc(Cl)cc2)cc1,-8,-2.8,-6,-1,15,1,12,-5,94,1.3
Cc1cccc(N2CCN(C(=O)CCCn3c(=O)[nH]c4ccsc4c3=O)CC2C)c1 (centres undefined),-4,1.5,-4,0,-2,8,10,1,95,-0.2
O=C(CSc1ncn[nH]1)Nc1ccc(Br)cc1F,4,-1.7,-5,-4,13,-4,-5,5,94,0.4
O=C(CN1C(=O)COc2ccccc21)N1CCc2ccccc21,5,1.0,-5,2,2,7,x,3,100,0.0
CSc1cc(-c2ccncc2)nc(-c2ccc(Cl)cc2)c1,3,-0.2,-4,-2,-19,1,-2,-9,100,-0.1
O=C(Cc1ccccc1)N1CCc2[nH]nc(-c3ccccc3)c2C1,-7,-1.0,-19,8,-14,5,1,7,97,0.0
CCOC(=O)Nc1sc2nc(C)cc(C)c2c1-n1cccc1,-1,0.5,0,-3,-20,0,-5,29,101,-0.4
COC(=O)c1cccnc1NC(=S)NNC(=O)c1ccccc1,0,1.5,-3,0,-6,-1,0,-1,97,0.1
CCOc1ccc(NC(=O)[C@@H]2CCC(=O)N2C2OC(=O)c3ccccc32)cc1 (some centres undefined),3,1.0,x,-1,x,4,-1,0,99,-0.2
COc1ccc(-c2cccc(CCC(=O)N3CCN(c4cc(C)ccc4C)CC3)c2)cc1,-2,-1.1,-4,-3,7,-7,x,-23,96,0.0
COc1cc(C(=O)NCC(=O)N/N=C/c2cccc(OC(=O)c3ccco3)c2)cc(OC)c1OC,4,-1.6,3,1,-3,-2,0,18,89,-0.3
COc1ccc(-c2noc(-c3ccoc3C)n2)cc1OC,1,-3.2,-20,-2,2,0,7,-2,90,0.2
S=C1NCCOCCNC(=S)NCCOCCOCCN1,2,-1.2,-5,-1,2,-3,21,5,101,-0.4
COc1cccc(COCC(O)Cn2cnc3cc(C)c(C)cc32)c1 (centres undefined),-2,1.1,-2,0,-1,2,9,-4,101,0.3
O=C(Nc1ccccc1)N(CCCN1CCOCC1)Cc1cccs1,-2,-1.6,-4,1,5,8,1,2,101,0.3
Cc1cccc(NC(=O)CN2C(=O)S/C(=C\c3cccn3-c3cccc(C(=O)O)c3)C2=O)c1,1,-1.1,-27,0,-1,20,-10,6,103,0.8
CCC(C)Sc1nc2c(c(=O)[nH]c(=O)n2C)n1CC(O)COc1cccc2ccccc12 (centres undefined),-2,3.6,-2,3,-3,2,-1,13,98,-0.1
CCOC(=O)CSc1nnc(NC(=O)c2cccc(S(=O)(=O)N3CCCC3)c2)s1,3,0.2,-7,3,-3,12,x,21,101,0.1
CCOc1ccc(OCC)c(NC(=O)CN(C)S(=O)(=O)c2ccc3nc(C)sc3c2)c1,-1,-2.5,-6,-8,10,6,-12,4,108,0.1
Cc1cc(C(=O)NN=C2C3CC4CC(C3)CC2C4)c2ccccc2n1,2,-2.4,-6,6,-1,0,1,11,109,-0.1
COc1ccccc1NC(=O)CSCC(N)=O,1,1.9,-7,2,-6,9,x,-8,98,0.6
COc1cc(NC(=O)c2ccc(C(C)(C)C)cc2)c(OC)cc1NC(=O)CN1CCCCC1,5,3.6,-1,-11,-1,5,-1,-4,102,0.3
CC(NC(=O)COC(=O)Cc1ccccc1[N+](=O)[O-])c1ccccc1 (centres undefined),-3,-0.8,-3,3,u,5,-4,18,99,-0.3

# Entries from the list above with bromine, in the order listed:
SMILES,HTR2A ag,MC4R ag barr,CaV13 ICDI inh,Glyco luc inh,PDI turbidity,MC4R antag cAMP,Vif inh,Cardio protect,ABCB6 inh 2,aDG glyco up
O=C(N/C(=C\c1cccc(Br)c1)C(=O)N1CCCCC1)c1ccco1,1,-0.9,-2,-5,2,4,17,2,95,0.1
O=C(CSc1ncn[nH]1)Nc1ccc(Br)cc1F,4,-1.7,-5,-4,13,-4,-5,5,94,0.4

# Random excerpt: 6 records from the list
SMILES,HTR2A ag,MC4R ag barr,CaV13 ICDI inh,Glyco luc inh,PDI turbidity,MC4R antag cAMP,Vif inh,Cardio protect,ABCB6 inh 2,aDG glyco up
Cc1ccc(NC(=S)N(CCCN2CCCC2)Cc2cccn2Cc2ccc(Cl)cc2)cc1,-8,-2.8,-6,-1,15,1,12,-5,94,1.3
CSc1cc(-c2ccncc2)nc(-c2ccc(Cl)cc2)c1,3,-0.2,-4,-2,-19,1,-2,-9,100,-0.1
COc1cc(C(=O)NCC(=O)N/N=C/c2cccc(OC(=O)c3ccco3)c2)cc(OC)c1OC,4,-1.6,3,1,-3,-2,0,18,89,-0.3
O=C(CSc1ncn[nH]1)Nc1ccc(Br)cc1F,4,-1.7,-5,-4,13,-4,-5,5,94,0.4
CCOc1ccc(NC(=O)[C@@H]2CCC(=O)N2C2OC(=O)c3ccccc32)cc1 (some centres undefined),3,1.0,x,-1,x,4,-1,0,99,-0.2
Cc1cccc(NC(=O)CN2C(=O)S/C(=C\c3cccn3-c3cccc(C(=O)O)c3)C2=O)c1,1,-1.1,-27,0,-1,20,-10,6,103,0.8
